BLM inh – blocks DNA unwinding by human BLM helicase; hit rate 0.2% among 350,000; recombinant BLM DNA unwinding, fluorescence dequenching; AID 2528; Potency, µM (highest dose often 56.1 µM), for the others: at the highest dose activity change, negative = inhibition, most hits filed as inhibitors;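 also: plate controls were vehicle for no effect and no enzyme for full effect; nearly all actives have a fitted effect of over 35% in size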
POLB inh – inhibitors of human DNA polymerase beta; P06746; Pol beta primer extension/strand displacement, fluorescence kinetic; Potency, µM (series often up to 114 µM), inactives show at the highest dose activity change, negative = inhibition, hits mostly inhibitors; hit rate 1.3% among 340,000; AID 485314; also: % is scaled to controls: 0 for no effect and ±100 for the full control effect
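Pol beta (10 nM) and compounds were preincubated 15 min at room temperature, then 50 nM substrate (final) started primer extension/strand displacement. Reads were taken at 0 and 10 min; concentration-response data were fitted to a four-parameter Hill equation.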
JMJD2A Tudor – inhibitors of human JMJD2A Tudor domain; AID 504339; O75164; Potency, µM (highest dose often 114 µM), for inactives: at the highest dose activity change, negative = inhibition, usual class: inhibitors; AlphaScreen JMJD2A-Tudor / H3K4me3 peptide binding; hit rate 4.4% among 390,000; also: % is scaled to controls: 0 for no effect and ±100 for the full control effect; nearly all actives have a fitted effect of over 50% in size
Target sequence (O75164 whole entry, looked up, the tested form may be a part): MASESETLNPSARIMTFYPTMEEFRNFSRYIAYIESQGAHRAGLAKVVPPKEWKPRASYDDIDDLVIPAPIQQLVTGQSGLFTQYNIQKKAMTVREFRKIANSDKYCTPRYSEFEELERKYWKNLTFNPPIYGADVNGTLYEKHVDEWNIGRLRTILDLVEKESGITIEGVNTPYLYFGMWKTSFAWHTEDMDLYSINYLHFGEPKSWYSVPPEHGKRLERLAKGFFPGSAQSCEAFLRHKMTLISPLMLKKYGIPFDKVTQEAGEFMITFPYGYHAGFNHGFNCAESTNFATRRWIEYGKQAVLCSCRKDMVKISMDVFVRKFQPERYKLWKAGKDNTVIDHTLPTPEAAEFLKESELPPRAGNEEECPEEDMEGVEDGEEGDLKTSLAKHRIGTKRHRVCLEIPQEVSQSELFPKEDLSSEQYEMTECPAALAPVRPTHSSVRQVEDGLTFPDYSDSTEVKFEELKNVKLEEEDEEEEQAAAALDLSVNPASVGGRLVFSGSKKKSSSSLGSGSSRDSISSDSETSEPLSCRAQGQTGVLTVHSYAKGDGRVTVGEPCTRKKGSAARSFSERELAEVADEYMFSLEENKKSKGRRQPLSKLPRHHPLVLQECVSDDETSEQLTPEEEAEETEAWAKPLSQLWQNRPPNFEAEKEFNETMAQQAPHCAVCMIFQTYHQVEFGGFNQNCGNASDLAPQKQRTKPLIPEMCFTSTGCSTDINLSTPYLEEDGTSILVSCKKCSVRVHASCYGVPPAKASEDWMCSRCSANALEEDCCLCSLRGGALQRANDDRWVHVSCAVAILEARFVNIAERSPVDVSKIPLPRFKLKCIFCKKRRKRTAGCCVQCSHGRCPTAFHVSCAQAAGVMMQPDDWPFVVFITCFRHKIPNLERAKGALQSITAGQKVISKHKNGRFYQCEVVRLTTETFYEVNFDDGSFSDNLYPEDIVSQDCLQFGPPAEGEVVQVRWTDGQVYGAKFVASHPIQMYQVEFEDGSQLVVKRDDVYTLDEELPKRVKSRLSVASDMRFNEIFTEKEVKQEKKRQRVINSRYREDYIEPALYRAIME
G9a inh – G9a (human) methyltransferase inhibition; G9a H3K9 monomethylation, AlphaScreen, 2 h; Q96KQ7; Potency, µM (titrated, usually from 102 µM), for inactives: at the highest dose activity, negative = inhibition, actives largely listed as inhibitors; hit rate 8.8% among 350,000; also: % is scaled to controls: 0 for no effect and ±100 for the full control effect; nearly all actives have a fitted effect of over 75% in size
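G9a (20 nM) was preincubated 15 min with compound, then reacted 2 h at room temperature with 500 nM biotin-H3K9 peptide and 20 µM SAM. Monomethyl-H3K9 detected by AlphaScreen using anti-H3K9me1 antibody.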
POLH inh – blocks human DNA polymerase eta activity; Q9Y253; recombinant Pol eta, fluorescent DNA replication assay; Potency, µM (titrated, usually from 114 µM), for the others: at the highest dose activity change, negative = inhibition, actives largely listed as inhibitors; hit rate 1.2% among 390,000; AID 588591; also: % is scaled to controls: 0 for no effect and ±100 for the full control effect
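Fluorescent replication assay: 50 nM final substrate added after a 15 min room-temperature compound preincubation with 10 nM enzyme. Signal taken at 0 min and again at 10 min.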
POLI inh – inhibitors of human DNA polymerase iota; Q9UNA4; Pol iota fluorescent replication assay, 10 min; Potency, µM (highest dose often 115 µM), for the others: at the top dose activity, negative = inhibition, usual class: inhibitors; hit rate 1% among 390,000; AID 588590
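Fluorescent replication assay read twice, at 0 min and 10 min after adding 50 nM (final) substrate. Enzyme (10 nM) and compounds were first incubated 15 min at room temperature; enzyme-free buffer wells were negative controls.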
BAZ2B inh – inhibitors of human BAZ2B bromodomain; AlphaScreen BAZ2B-H3K14Ac peptide displacement; Potency, µM (top dose mostly 114 µM), without a hit: at the top dose activity change, negative = inhibition, hits mostly inhibitors; hit rate 4.4% among 360,000; AID 504333; also: % is scaled to controls: 0 for no effect and ±100 for the full control effect; nearly all actives have a fitted effect of over 60% in size
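Inhibition is scored as reduced AlphaScreen emission. The BAZ2B/b-H3(5-23)K14Ac complex (50 nM each) in PBS pH 7.4, 0.01% Tween-20 meets compound (up to 110 uM) for 30 min at RT before bead addition.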
Pol kappa inh – inhibitors of human DNA polymerase kappa; purified Pol kappa, fluorescent DNA synthesis assay, 10 min; Potency, µM (top dose mostly 107 µM), for the others: top-dose activity, negative = inhibition, most hits filed as inhibitors; hit rate 0.53% among 400,000; also: % is scaled to controls: 0 for no effect and ±100 for the full control effect
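Kinetic fluorescence readout at 0 and 10 min followed reaction start with substrate at 50 nM final. Beforehand, enzyme (10 nM Pol kappa) stood 15 min with compound at room temperature; buffer-only wells were negative controls.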
APEX1 inh – inhibitors of human APE1 endonuclease | P27695 | recombinant APE1, TAMRA/BHQ-2 abasic DNA cleavage fluorescence | Potency, µM (top dose mostly 65.8 µM), for the others: top-dose activity change, negative = inhibition, usual class: inhibitors | hit rate 0.35% among 350,000;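 also: plate controls were vehicle for no effect and reference inhibitor for full effect; nearly all actives have a fitted effect of over 55% in size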
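Measures dequenching upon AP-site incision of a 5'-TAMRA/3'-BHQ-2 THF-containing duplex, 50 nM; human APE1 0.75 nM after 15 min room-temperature exposure to compound; kinetic three-point read at one-minute spacing.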
Numbers without * were called inactive; ? = inconclusive; · = no result given; & = joins results of further samples; ! = not active in a repeat; [ ] = remark or other dose. Calls follow the shape of the dose curve; as a rule, active = well fitted curve in the direction sought with a large enough effect; inconclusive = small, poorly fitted or top-dose-only effect, or another doubt; inactive = no such curve, though single readings can be large; an effect the other way counts as inactive or inconclusive. Potency is read from the fitted curve at half-maximal effect. Not all compounds are listed, so the mix of outcomes need not match the whole.

The first 3 records, ahead of the listing:
SMILES	BLM inh	POLB inh	JMJD2A Tudor	G9a inh	POLH inh	POLI inh	BAZ2B inh	Pol kappa inh	APEX1 inh
CN1C(=O)N(C)C(=O)C2(Cc3c(nc4ccccn4c3=O)N3CCc4ccccc4C32)C1=O (stereo unspecified)	1%	0%	?	1%[59 µM]	-3%	3%	19%	-7%	1%
CCOC(=O)C1(c2ccccc2)CCN(CC(=O)c2ccc(NC(C)=O)cc2)CC1	·	·	-19%	·	-7%	12%	·	-11%	·
C[N+]1(C)CCN(c2ccccc2)CC1	-6%	?	45µM*	8.4µM*!	-12%	26%	-32%	-6%[60.1 µM]	-7%&-6%&0%

Main list, previewed entries included:
SMILES	BLM inh	POLB inh	JMJD2A Tudor	G9a inh	POLH inh	POLI inh	BAZ2B inh	Pol kappa inh	APEX1 inh
CN1C(=O)N(C)C(=O)C2(Cc3c(nc4ccccn4c3=O)N3CCc4ccccc4C32)C1=O (stereo unspecified)	1%	0%	?	1%[59 µM]	-3%	3%	19%	-7%	1%
CCOC(=O)C1(c2ccccc2)CCN(CC(=O)c2ccc(NC(C)=O)cc2)CC1	·	·	-19%	·	-7%	12%	·	-11%	·
C[N+]1(C)CCN(c2ccccc2)CC1	-6%	?	45µM*	8.4µM*!	-12%	26%	-32%	-6%[60.1 µM]	-7%&-6%&0%
c1cc2c(cc1CCNC1CCCCCC1)OCO2	-7%	-3%	3.2µM*	8.9µM*	?	3%	18µM*	-9%	-5%
CC(C)CN1CCN(Cc2ccc(C(F)(F)F)cc2)CC1CCO (stereo unspecified)	-5%	-16%	-12%	-20%	-10%	21%	-8%	-6%	8%
C=CCc1cc(OC)c2c(c1)OCO2	·	·	-18%	4%[12.7 µM]	-21%	26%	5%	-9%	35%&-3%
N#Cc1ccc(CN2CCCC3(CCN(C(=O)Oc4ccccc4)CC3)C2)cc1	-3%	·	·	-17%[12.7 µM]	·	·	·	14%[60.1 µM]	-1%
Cc1ccc2c(c1)C1CN(C)CCC1N2C(=O)/C=C/c1ccc2c(c1)OCO2 (stereo unspecified)	20%	0%	-24%	-33%	-20%	29%	-28%	1%	3%
C[C@H](CCC(=O)O)C[C@H](C)C[C@H](C)C(=O)/C=C(\O)[C@H](C)C[C@H](C)C/C=C/[C@@H](C)[C@@H](O)[C@@H](C)[C@@H](O)C[C@@H]1CC[C@@](C)([C@H]2CC[C@@](C)([C@@H](C)O)O2)O1	-13%	·	·	27%[59 µM]	·	·	·	-16%[60.1 µM]	17%
CN1C(=O)C(=Cc2ccc(OCC(=O)Nc3ccccc3)cc2)C(=O)N(C)C1=O	2%	-2%	-8%	·	-4%	-15%	-7%	-26%	1%
COc1cccc(CN2CCNCC2)c1	0%	0%	-10%	79µM*	-12%	7%	-6%	13%	-11%
CC(=O)Nc1ccc(CC(=O)N2CCN(Cc3ccccc3)CC2)cc1	-4%	6%	-9%	-2%	-16%	59%[activator]	-6%	0%	49%
F/C(COc1ccc2c(c1)[nH]c1ccccc12)=C1/CN2CCC1CC2	-3%&-1%	·	·	?	·	·	·	-7%[19.4 µM]	-2%
COc1ccc(N=C2SCCCN2C)cc1	4%	18%	?	?	-9%	-9%	-3%	-4%	2%
CCc1cc(=O)[nH]c(SCCCF)n1	-1%	-3%	-5%	26%	-10%	56%[activator]	5%	5%	-1%
CN(C)CC1CSCCC1(O)c1ccccc1 (stereo unspecified)	0%	0%	-4%	-10%[59 µM]	0%	2%	-4%	-5%	-3%
CSc1nnc(C2CCNCC2)n1C	2%	10%	?	?	-4%	-1%	-7%	?	0%
CC(=NCc1ccco1)c1c(O)n(-c2ccc(C)cc2)c(=O)[nH]c1=O	-3%	5%	-16%	-3%	-7%	-15%	-14%	-17%	4%
C=CCn1c(O)c(C(CC)=NCC2CCCO2)c(=O)[nH]c1=O (stereo unspecified)	-3%	37%	-1%	·	-5%	2%[58.9 µM]	2%	-7%	18%
CCOC(=O)c1cc2c(cn1)[C@@H](CCO)NC2	·	·	45µM*	·	-9%	?	·	-3%	·
Cc1ccc(-c2nn3c(=O)cc(CN4CCN(C(=O)COc5ccc(C)c(C)c5)CC4)nc3s2)cc1	1%	5%	-19%	2%[59 µM]	3%	10%	-1%	-4%[60.1 µM]	·
CN(C)c1ccc(NC(=O)CSc2nc(-c3ccco3)cc(C(F)(F)F)n2)cc1	1%	?	-12%	?	-3%	26%	-4%	-5%	·
O=S(=O)(NC1CCCCC1)OCC(Cl)(Cl)Cl	-5%	-22%	6%	-42%	-10%	?	-2%[57.1 µM]	2%	29%
Cc1ccccc1-n1c(/C=C/c2c(C)[nH]c3ccccc23)nc2ccccc2c1=O	-9%	-29%	-30%	-46%[59 µM]	-12%	?	-17%	-9%	·
CCN1C[C@@]2(COC)C3[C@@H](OC)[C@H]4[C@@H]1[C@@]3(C1C[C@@]3(O)[C@H](OC(=O)c5ccccc5)C1[C@]4(OC(C)=O)[C@@H](O)[C@H]3OC)[C@@H](OC)C[C@H]2O (stereo partly specified)	·	·	-14%	·	-17%	23%	·	-1%	·
COc1ccc(N=Cc2c(O)n(Cc3cccs3)c(=O)[nH]c2=O)cc1	-2%	38%	-11%	8%	-18%	-7%	1%	?	4%
COc1ccc(-n2c(-c3ccco3)nc3c(cnn3-c3ccc(Cl)cc3)c2=O)cc1	-15%	-13%	-25%	?	-13%	10%	·	?	·
CC(C)C[C@H]1C(=O)N2CCCC2[C@]2(O)O[C@](NC(=O)[C@@H]3C=C4c5cccc6[nH]c(Br)c(c56)C[C@H]4N(C)C3)(C(C)C)C(=O)N12 (stereo partly specified)	-9%	-7%[57.1 µM]	·	22µM*	-10%[57.1 µM]	-11%[58.9 µM]	·	-7%[19.4 µM]	-6%
O=C(CCN1CCOCC1)Nc1ccc(Br)cc1C(=O)c1ccccc1	1%	-7%	-26%	35µM*	-3%	-11%	-31%	-1%	35%
N#CC(C#N)=Cc1ccc(N2CCCC2)cc1	2%	-12%	-3%	-26%	4%	147%[activator]	-13%	5%	4%
CCCCOC(=O)C1=C(N)OC2=C(C(=O)CC(C)(C)C2)[C@]12C(=O)N(C)c1ccccc12	-1%	-22%	9%	-3%[12.7 µM]	-19%	2%	-1%	-3%	0%
N#CC(C#N)=Cc1cc(O)c(O)c(O)c1	·	-26%[57.1 µM]	·	8.9µM*	2.2µM*	9.5µM*	·	3.2µM*	?
CN(C)C(=O)Oc1cc(=O)n2c3c(cccc13)CCC2	0%	37%	0%	-1%[59 µM]	2%	197%[activator]	9%	-7%	-1%
O=C(COC(=O)Cc1ccccc1)Nc1ccc(Cl)cn1	-2%	4%	-18%	-37%	-8%	44%[activator]	·	-20%	8%
Cn1c(O)c(/C=C/C=Nc2ccccc2)c(=O)n(C)c1=O	-2%	-17%	-19%	-6%	-20%	?	7%	-25%	3%
C=C(C)[C@@H]1C2C(=O)O[C@H]1[C@H]1OC(=O)[C@@]34OC3C[C@]2(O)[C@@]14C (stereo partly specified)	·	·	-11%	4%[12.7 µM]	-5%	2%	-6%	19%	12%
CC(=O)NCCc1c[nH]c2ccccc12	-7%&0%	-1%[57.1 µM]	-5%	2%[59 µM]	0%[57.1 µM]	-7%[58.9 µM]	?	4%[60.1 µM]	8%&14%&6%&7%&15%
Cc1ccc(S(=O)(=O)N2CC2(C)CCl)cc1 (stereo unspecified)	1%	-9%	-12%	4%	4%	-23%	6%	-11%	-4%
CCCN1CCC(NC2CCC(O)CC2)CC1 (stereo unspecified)	-3%	6%	5%	-37%	-25%	104%[activator]	-16%	-2%	19%
CN(C)C(=O)Oc1ccc(OC(=O)c2ccccc2)cc1	-3%	10%	-6%	-33%	4%	6%	2%	-5%	1%
CCCCn1c(O)c(C(CC)=Nc2cccc(C(=O)O)c2)c(=O)[nH]c1=O	0%	6%	?	?	-12%	11%	?	-2%	2%
Cc1nc(SCc2c(Cl)cccc2Cl)nc(OC(=O)N(C)C)c1C	-5%	7%	27%	16%	-12%	21%	5%	4%	?
Cc1ccc(-n2nc(C)cc2NC(=O)COc2cc(C)cc3oc(=O)c4c(c23)CCC4)cc1	2%	16%	-11%	·	-1%	80%[activator]	6%	-4%	0%
CC[N+](CC)(CC)CC	3%&1%	1%[57.1 µM]	-10%	8%[59 µM]	1%[57.1 µM]	?	8%	5%[60.1 µM]	-1%&-8%
Cn1c(O)c(C=NC2C(=O)C3(C)CCC2C3(C)C)c(=O)n(C)c1=O (stereo unspecified)	-1%	-6%	-3%	-44%[0.0925 µM]	-11%	-3%	-38%	-8%	-3%
C[C@]12CC[C@@H](O)CC1=CCC1C2CC[C@@]2(C)C1C[C@@H](F)[C@@H]2O (stereo partly specified)	·	·	-16%	·	-8%	17%	·	-1%	7%
C[N+]1(C)C2CCC1CC(OC(=O)c1ccco1)C2 (stereo unspecified)	-1%	51%	-8%	·	-9%	-1%	-15%	-3%	13%
C[C@]12CC[C@H]3[C@@H](CC[C@]4(O)C[C@@H](O)CC[C@]34C=O)[C@@]1(O)CC[C@@H]2C1=CC(=O)OC1	·	·	-2%	-8%[59 µM]	-13%	26%	0%	11%	20%
COc1ccc(F)cc1CN1CCN(C(=O)CCC(=O)Nc2nnc(CC(C)C)s2)CC1	-1%	17%	-2%	-4%	-9%	-5%	4%	-8%	61%[activator]
C=CCn1c(O)c(/C=N/N2CCCCC2c2cccnc2)c(=O)[nH]c1=S (stereo unspecified)	-2%	0%	-4%	20%[59 µM]	-6%	8%	8%	-1%	-3%
Clc1ccccc1CN1CCN(c2cccc3[nH]ccc23)CC1	-9%	-2%	?	28µM*	-7%	39%[activator]	40µM*	-1%	?
Cc1ccccc1NC1=NCCCS1	-1%	0%	-4%	-11%	-5%	-5%	-4%	0%	-2%
COc1ccccc1CC1C(=O)C2CCN1CC2 (stereo unspecified)	-3%	40%	-12%	-46%	1%	18%	-2%	-10%	17%
O=C1NC(=O)N(c2cccc(Cl)c2)C(=O)/C1=C\c1ccc(Sc2nc3ccccc3[nH]2)o1	-13%	32µM*	35µM*	3.2µM*	18µM*	?	35µM*	22µM*	?
O=[N+]([O-])c1ccc(C(=Nc2ccccc2)N2CC2)cc1	·	·	?	·	-16%	-19%	·	-4%	·
